TRHR agonist = TRH receptor (human) agonism; activation, % at 2 µM; TRHR cells, calcium flux fluo-8, FDSS agonist mode; P34981; 360,000 tested, 0.18% active; in the data active means activation above about 30%; further: 0% is about no effect
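TRHR-expressing cells loaded with fluo-8 calcium dye; 23 nL library compound pin-transferred, kinetic FDSS fluorescence (Ex 480/Em 530) recorded about 180 s for agonist-induced calcium release, before a 10 nM TRH EC20 addition for potentiator mode.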
USP1 inh = USP1/UAF1 (human) deubiquitinase inhibition; O94782; recombinant USP1/UAF1, Ub-Rhodamine cleavage fluorescence; Potency, µM (top dose mostly 57.1 µM), for inactives: top-dose activity change, negative = inhibition, most hits filed as inhibitors; 390,000 tested, 0.23% active; further: potency means the concentration at half of the fitted maximal effect; on the % scale 0 is the no-effect control and ±100 the full control effect; nearly all actives have a fitted effect of over 60% in size; inactives centre near -12
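In this screen, compounds sit with the deubiquitinase complex (1nM) for 15 min at room temperature before Ub-Rho is added at 150nM final. Fluorescence rise is then followed for 6 reads every 60 seconds.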
D2 antagonist = D2 dopamine receptor (human) antagonism. AID 485344. HEK293 TREx D2 cells, calcium flux, dopamine EC80. inhibition, % at 10 µM. 340,000 tested, 2% active. P14416; in the data active means inhibition above about 30%; further: 0% is about no effect
Target sequence (P14416 whole entry, looked up): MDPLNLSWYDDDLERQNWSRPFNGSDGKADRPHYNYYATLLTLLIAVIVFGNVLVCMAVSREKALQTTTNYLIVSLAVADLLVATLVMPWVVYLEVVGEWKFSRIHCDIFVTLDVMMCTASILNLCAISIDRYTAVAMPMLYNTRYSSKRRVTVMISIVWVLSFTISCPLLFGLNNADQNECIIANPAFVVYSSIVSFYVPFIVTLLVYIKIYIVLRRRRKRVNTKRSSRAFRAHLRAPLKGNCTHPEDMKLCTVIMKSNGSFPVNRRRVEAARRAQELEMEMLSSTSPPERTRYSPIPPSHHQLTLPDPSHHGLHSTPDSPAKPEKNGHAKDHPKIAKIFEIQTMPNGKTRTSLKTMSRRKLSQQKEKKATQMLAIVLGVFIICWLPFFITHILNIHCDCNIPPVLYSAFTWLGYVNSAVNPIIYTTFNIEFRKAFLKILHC
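Measurement of antagonist activity uses fluorescent calcium dye in inducible HEK293 T-REx D2 cells: 10 s baseline, compound addition with 180 s read, EC80 dopamine addition with a further 180 s read.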
D2 ag = agonists of human D2 dopamine receptor | P14416 | HEK293 T-REx D2 cells, calcium flux agonist mode | activation, % at 2 µM | 340,000 tested, 0.53% active | AID 485358;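 active means activation over 3 SD above normal in the single-dose calcium agonist read, cut at about 30% in these data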; further: 0% is about no effect
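In this primary screen, compounds producing a positive calcium signal within 180 s of addition to tetracycline-induced, force-coupled HEK293 Trex D2 cells are flagged; cells are dye-loaded with a no-wash calcium kit beforehand.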
TrxR1 inh = rat TrxR1 inhibition; recombinant rTrxR1, NADPH fluorescence consumption, selenite substrate; Potency, µM (titrated, usually from 114 µM), for inactives: at the top dose activity change, negative = inhibition, most hits filed as inhibitors; 390,000 tested, 1% active; AID 588453; further: potency means the concentration at half of the fitted maximal effect; on the % scale 0 is the no-effect control and ±100 the full control effect; nearly all actives have a fitted effect of over 65% in size
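Rat TrxR1 (90 nM in the dispensed reagent) was pre-reduced with 400 uM NADPH for 5 min at room temperature, then incubated with compound for 15 min. After 400 uM selenite was added, NADPH fluorescence (Ex 340/Em 450 nm) was followed for 8 min.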
TrxR1 substrate = substrates of rat thioredoxin reductase 1 | purified TrxR1 substrate turnover, NADPH consumption readout | Potency, µM (titrated, usually from 114 µM), inactives show at the highest dose activity change, negative = substrate turnover | 390,000 tested, 0.01% active; further: potency means the concentration at half of the fitted maximal effect; on the % scale 0 is the no-effect control and ±100 the full control effect; nearly all actives have a fitted effect of over 50% in size
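Rat TrxR1, dispensed at 90 nM, was prereduced with 400 uM NADPH (final) for 5 min at ~22 deg C, then incubated with compound 15 min before 400 uM selenite. A first-read NADPH fluorescence drop versus no-compound background flagged substrates.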
mIDH1 inhibitor = inhibitors of human mutant IDH1 R132H; O75874; IDH1-R132H enzyme, NADPH consumption, diaphorase/resazurin fluorescence; Potency, µM (highest dose often 76.6 µM), for the others: at the highest dose activity change, negative = inhibition, hits mostly inhibitors; 390,000 tested, 0.093% active; further: potency means the concentration at half of the fitted maximal effect; on the % scale 0 is the no-effect control and ±100 the full control effect; nearly all actives have a fitted effect of over 65% in size
Target sequence (O75874 whole entry R132H, stated change not applied): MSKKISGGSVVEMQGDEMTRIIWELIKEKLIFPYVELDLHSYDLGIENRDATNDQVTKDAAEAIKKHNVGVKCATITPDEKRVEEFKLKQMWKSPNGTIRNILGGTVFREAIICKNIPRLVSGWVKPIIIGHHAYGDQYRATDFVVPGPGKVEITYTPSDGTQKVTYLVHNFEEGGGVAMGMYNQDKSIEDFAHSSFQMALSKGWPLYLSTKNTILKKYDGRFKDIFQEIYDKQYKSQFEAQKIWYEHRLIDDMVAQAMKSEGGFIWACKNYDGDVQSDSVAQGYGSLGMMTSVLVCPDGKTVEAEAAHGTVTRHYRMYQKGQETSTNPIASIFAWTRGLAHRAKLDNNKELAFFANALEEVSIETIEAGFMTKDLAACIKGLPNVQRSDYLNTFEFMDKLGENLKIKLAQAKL
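IDH1-R132H (0.5 ug/mL) preincubated 30 min with compound, then NADPH (0.016 mM) and alpha-KG (2 mM) added; 80 min at RT, pH 7.5. Remaining NADPH coupled via diaphorase/resazurin to fluorescence (540/590 nm); concentration-response curves normalized to no-enzyme control.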
TRHR enhancer = allosterically enhances the human TRH receptor | TRHR cells, fluo-8 calcium fluorescence, EC20 TRH enhancement | AID 493056 | enhancement, % at 2 µM | P34981 | 360,000 tested, 0.66% active; in the data active means enhancement above about 30%; further: 0% is about no effect
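TRHR-expressing cells loaded with fluo-8 calcium dye were read kinetically (ex 480/em 530) during compound addition, then stimulated with an EC20 of TRH (10 nM final). Enhancement of the Gq-mediated intracellular calcium response was scored.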
PI4K2A block = PI4K2A (human) kinase inhibition; Q9BTU6; purified PI4K2A, ADP-Glo luminescence, 1 h; stronger effect = lower value; activity change, negative = inhibition, % at 76.9 µM; 420,000 tested, 0.13% active; AID 1346378; in the data active means activity change below about -50%; inconclusive means mostly about -30% to -49%;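 further: -100% = wells without enzyme as full effect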
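PI4K2A activity was measured by ADP-Glo luminescence: enzyme (4 ug/mL stock) and phosphatidylinositol (1.2 mM stock) in Tris pH 7.5/MgCl2/EGTA/Triton X-100 buffer were reacted with ATP (300 microM stock) for one hour at ambient temperature.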
Active calls of the source: *; ? = inconclusive; / = not tested or not shown; [ ] = dose if it differs, or a comment. Unless noted, the call rests on the fitted dose curve; in most records, active means well fitted inhibition curve with a large enough effect; inconclusive means small, poorly fitted or top-dose-only effect; inactive means no such curve, though single readings can be large or run the other way.

SMILES	TRHR agonist	USP1 inh	D2 antagonist	D2 ag	TrxR1 inh	TrxR1 substrate	mIDH1 inhibitor	TRHR enhancer	PI4K2A block
Oc1c(CN2CCOCC2)cc(-c2ccccc2)cc1CN1CCOCC1	/	-19%	/	/	4%[57.1 µM]	8%[57.1 µM]	-2%	/	2
CCC1(CC)NC(=O)N(CC(=O)N2CCN(c3ccccc3F)CC2)C1=O	0.1	-16%	-38	0.0	24%	5%	-2%	0	2
COc1ccc(-c2nn3c(C4CCCCC4)nnc3s2)cc1OC	-0.5	-10%	3	0.9	-22%	0%	-4%	11	2
Cc1ccc2c(c1)-c1c(cnc3cc(-c4ccc(F)cc4)nn13)CO2	1.8	-16%	/	0.5	4%	6%	0%	-1	-1
O=C(CSc1oc(-c2ccc(F)cc2)nc1S(=O)(=O)c1ccc(Cl)cc1)c1ccccc1	1.1	-21%	/	1.8	24%	3%[2.29 µM]	7%	-7	-2
CC(C)(C)c1cc(C(=O)NCc2cc(F)cc3c2OCOC3)n(Cc2ccccc2)n1	1.0	?	1	0.8	13%[57.1 µM]	-1%[57.1 µM]	-5%	-7	-1
NC1=NC(=O)/C(=C/c2ccc(-c3ccc(S(N)(=O)=O)cc3)o2)S1	0.3	?	-2	0.2	10%[57.1 µM]	5%[57.1 µM]	-7%	17	-16
CN(C)c1ccc(NC(=O)Cn2c(SCc3ccc(F)cc3)nc3ccncc32)cc1	0.3	-8%	/	0.3	1%	-5%	0%	9	-7
Cc1nnsc1C(=O)N1CCCC(C(=O)c2ccc(C(F)(F)F)cc2)C1 (centres undefined)	-1.2	-17%	-10	-0.1	21%	4%	3%	-3	2
Cc1cccc(Cc2c(C)nc3nc(SCC(=O)O)nn3c2C)c1	0.4	-13%	-6	0.0	27%	3%	-1%	-1	-2
Cc1ccc(C)c(S(=O)(=O)N2CCCC2CNC(=O)C(=O)NCCc2ccco2)c1 (centres undefined)	0.2	-27%	-3	0.4	9%[57.1 µM]	5%[57.1 µM]	-8%	2	1
Cc1oc2cc3oc(=O)c(CCC(=O)NCc4ccccn4)c(C)c3cc2c1C	-0.6	-17%	-6	0.8	0%	16%	17%	-5	2
CC1CCCCC1NC(=O)CSc1nc2ccccc2[nH]1 (centres undefined)	-2.1	-5%	-15	-2.6	3%	-3%	-4%	4	-3
COc1ccc(S(=O)(=O)Nc2cc(C)ccn2)cc1	0.0	-13%	8	-1.1	9%	40%[activator]	4%	-5	5
Cc1cc(F)ccc1S(=O)(=O)Nc1ncnc2sc3c(c12)CCC3	-0.2	-12%	13	-0.8	21%[57.1 µM]	4%[57.1 µM]	-1%	-6	1
COc1ccc(Cc2c(N)nc(N)nc2N)cc1	1.2	-5%	4	0.8	-10%[57.1 µM]	9%[57.1 µM]	3%	12	1
CCn1c(O)c(N=NC(=O)c2cccnc2)c2cc(Br)ccc21	0.1	-15%	8	0.7	22%	7%	-3%	2	4
NC(=O)c1c(NC(=O)c2ccc([N+](=O)[O-])o2)sc2c1CCCC2	-0.8	-7%	/	/	31%[0.0914 µM]	2%[57.1 µM]	-3%	4	-5
CCN1CCN(C(=O)/C=C/c2ccc(C(C)C)cc2)CC1	/	-4%	/	/	-2%	-5%	0%	/	1
COc1ccc(S(=O)(=O)N2CCC(C(N)=O)(N3CCCCC3)CC2)cc1	0.2	-18%	/	/	6%[57.1 µM]	4%[57.1 µM]	3%	1	0
COc1ccc(C(CCN)Cc2ccccc2)cc1 (centres undefined)	0.8	-6%	-3	0.3	4%	-1%	2%	3	32
COC(=O)c1c(NC(=O)c2ccccc2C(=O)O)sc2c1CCC2	0.0	-16%	-2	0.8	4%[57.1 µM]	-2%[57.1 µM]	6%	-5	-3
CC(=O)Nc1cccc(NC(=O)CSc2nc3ccccc3o2)c1	0.1	-7%	-3	1.6	4%	6%	2%	5	3
N=C1C2=C3Sc4ccccc4N3CCCC2=NN1c1cccc(S(=O)(=O)O)c1	-0.6	-16%	-4	0.2	-5%	-10%	4%	-4	-5
CC1(C)CC(=O)C2=C(C1)NC(=O)CC2c1cc(F)ccc1F (centres undefined)	-0.5	-6%	-8	0.2	10%[57.1 µM]	1%	0%	1	-11
Cc1ccc(S(=O)(=O)N2CCC(C(=O)OCC(=O)N(CC(C)C)C3CCS(=O)(=O)C3)CC2)cc1C (centres undefined)	-1.1	-15%	7	-0.7	-1%	-3%	-1%	-2	2
Cc1cccc(CNC(=O)CCCN2C(=O)CCn3nc(-c4cccn4C)cc32)c1	-0.5	-29%	/	-0.7	5%[57.1 µM]	-2%[57.1 µM]	1%	-7	-1
CN(C)c1nc(N(C)C)nc(N2CCCCC2)n1	-0.5	-9%	-5	-0.4	-7%	-8%	1%	2	-2
CCOC(=O)CSc1nnc(Cn2c(=O)sc3ccccc32)n1C	0.3	-13%	-7	2.2	14%	-3%	-9%	-2	-1
Cc1ccnc(NC(=O)c2ccc3[nH]c(=O)c(=O)[nH]c3c2)c1	-0.1	-24%	-2	0.5	9%	5%	3%	0	-3
Cc1ccc(C2C(C#N)=C(N)N(N(C)C)C3=C2C(=O)CCC3)cc1 (centres undefined)	-0.2	-20%	/	/	9%	2%	2%	-4	-1
COc1cc(CN2CCCCCC2)cc(OC)c1	0.4	-9%	-7	0.3	11%	5%	0%	2	4
Cc1c(NC(=O)C(C)OC(=O)c2ccc(NC(=O)CC#N)cc2)c(=O)n(-c2ccccc2)n1C (centres undefined)	0.4	-21%	2	0.0	-18%	4%	5%	11	-6
CC(=O)c1ccc(NC(=S)Nc2cccc(Cl)c2C)cc1	1.5	-23%	-28	-0.2	?	-5%	1%	-4	3
COc1ccc(NC(=S)N(C)CC2COc3ccccc3O2)cc1 (centres undefined)	1.1	-6%	6	0.4	-22%	-14%	-2%	0	6
Cn1c(NCCN2CCCCC2)cc(=O)n(C)c1=O	0.0	-15%	-6	0.9	11%[57.1 µM]	10%[57.1 µM]	1%	0	1
Cn1cnc2cc(OC(=O)c3ccccc3)ccc21	0.0	-5%	-15	-0.3	-4%	6%	0%	-3	0
COC(=O)c1cc2sc(Cl)cc2n1CC(=O)Nc1cccc(SC)c1	1.5	-11%	-6	0.7	-14%	8%	7%	2	0
O=C(CSc1ccc(-c2cccnc2)nn1)Nc1ccc(F)cc1	0.4	-16%	-5	1.2	4%	0%	9%	2	0
O=C(N/N=C/c1ccc([N+](=O)[O-])cc1)c1ccccc1OCc1ccccc1	-0.3	3%	-17	-0.2	-2%	-8%	1%	-1	-1
CC(C)Nc1nc(NNc2nc(Cl)nc(NC(C)(C)C)n2)nc(NC(C)C)n1	-0.7	-1%	-3	0.5	30%	5%	-2%	0	-1
Cc1cccc(OC2CCN(Cc3c(C(=O)N4CCCC4)nc4ccccn34)CC2)c1	1.0	-7%	/	/	3%	-1%	-6%	-5	-1
COc1ccccc1NS(=O)(=O)c1cc(NC(=O)c2cccc(S(=O)(=O)N(C)C)c2)ccc1N1CCOCC1	0.0	-23%	/	/	11%	3%	9%	18	-8
CC(C)c1ccc(NC(=O)Nc2csc3c2CCCC3)cc1	0.0	?	/	-0.3	3%	-8%	29%	5	-5
COCCNC(=O)COC(=O)c1ccc(S(=O)(=O)N2CCOCC2)cc1	0.5	-18%	8	0.1	-1%[57.1 µM]	0%[57.1 µM]	-15%	-5	3

Random excerpt: four compounds from above
SMILES	TRHR agonist	USP1 inh	D2 antagonist	D2 ag	TrxR1 inh	TrxR1 substrate	mIDH1 inhibitor	TRHR enhancer	PI4K2A block
COCCNC(=O)COC(=O)c1ccc(S(=O)(=O)N2CCOCC2)cc1	0.5	-18%	8	0.1	-1%[57.1 µM]	0%[57.1 µM]	-15%	-5	3
O=C(N/N=C/c1ccc([N+](=O)[O-])cc1)c1ccccc1OCc1ccccc1	-0.3	3%	-17	-0.2	-2%	-8%	1%	-1	-1
Cc1c(NC(=O)C(C)OC(=O)c2ccc(NC(=O)CC#N)cc2)c(=O)n(-c2ccccc2)n1C (centres undefined)	0.4	-21%	2	0.0	-18%	4%	5%	11	-6
COC(=O)c1cc2sc(Cl)cc2n1CC(=O)Nc1cccc(SC)c1	1.5	-11%	-6	0.7	-14%	8%	7%	2	0

More entries follow:
SMILES	TRHR agonist	USP1 inh	D2 antagonist	D2 ag	TrxR1 inh	TrxR1 substrate	mIDH1 inhibitor	TRHR enhancer	PI4K2A block
Cc1ccc(NC(=O)CSc2nc(-c3ccco3)cc(C(F)(F)F)n2)cc1	1.0	-19%	/	12	-5%	1%	15%	-3	4
Cc1ccc(OCC(=O)Nc2ccc(N3CCN(S(C)(=O)=O)CC3)cc2)cc1C	0.9	-5%	4	-0.1	23%[57.1 µM]	4%[57.1 µM]	-2%	6	-1
CCCN(Cc1cc2ccccc2[nH]c1=O)C(=O)c1cccc([N+](=O)[O-])c1	-0.7	-8%	-7	0.0	16%	1%	-2%	6	2
O=C1C2C(C(=O)N1CC1CCCO1)C1C=CC2C12CC2 (centres undefined)	-0.1	-16%	1	-0.1	27%[57.1 µM]	5%[57.1 µM]	1%	11	-8
Nc1c(C(=O)NCC2CCCO2)c2nc3ccccc3nc2n1-c1ccccc1 (centres undefined)	0.3	-24%	10	-0.2	22%[57.1 µM]	95%[activator][57.1 µM]	6%	-7	5
Cc1c(C(=O)NCc2cccc(Br)c2)oc2ccc3c(c12)C(=O)CC(C)(C)O3	0.9	-22%	/	0.3	30%	2%	/	3	-4
CC(C)(CNC(=O)CNC(=O)c1ccc(Cl)cc1Cl)N1CCOCC1	-0.2	0%	-11	-0.5	-2%	-10%	-3%	6	2
CCOc1ccccc1/C=N/NC(=O)CNC(=O)c1ccc(S(=O)(=O)N2CCOCC2)cc1	-0.3	-5%	-5	-0.5	18%[57.1 µM]	8%[57.1 µM]	1%	2	1
COc1cccc(CNCC(O)(c2ccc(Cl)cc2)c2ccc(Cl)cc2)c1	-0.5	-5%	-14	-0.6	21%[57.1 µM]	5%[57.1 µM]	3%	18	-3
